K1F lysis inhibition = inhibition of K1F phage lysis, E. coli UTI89, bacterial capsule biogenesis inhibitors, alamar blue (AID 488966); hit rate 0.02% among 340,000; E. coli UTI89 K1F phage lysis, alamar blue, 2 h; higher % means a stronger effect; one-dose inhibition, % at 100 µM; IC50 in µM for titrated hits;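 active means phage lysis inhibition, versus mean bacterial control, above a set limit; inconclusive means no clear call, values can overlap the other calls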;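 further: capsule biogenesis inhibitors block K1F phage lysis so surviving cells raise fluorescence; higher fluorescence means more inhibition of phage lysis; actives were called in the ten point dose series up to 300 µM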
* hit, by the source's call; ? = inconclusive; [ ] = dose if it differs, or a comment.

SMILES | K1F lysis inhibition
COc1ccccc1OCCCOc1ccc(/C=C2\SC(=O)NC2=O)cc1OC | -0.6%
O=C(Nc1ccc(F)cc1)Nc1cccnc1Cl | -0.1%
CC(=O)Nc1ccc(NC(=O)CCN2C(=O)C3CC=CCC3C2=O)cc1 (stereo not given) | 0.1%[50 µM]
COc1ccc(NC(=O)c2cc([N+](=O)[O-])ccc2NC(=O)CNCc2ccccn2)c(OC)c1 | 0.1%
COCc1ccc(CN2CCC(C(=O)Nc3cccc(-c4cccc(Cl)c4)c3)CC2)o1 | 0.8%
Cc1ccc(CN2[C@@H](CC(C)C)COCCS2(=O)=O)cc1 | 0.5%
CCOCCCNC(=O)c1ccc(C2SCC(=O)N2Cc2ccccc2)cc1 (stereo not given) | -1.7%
Cc1ccc(NC(=O)c2cc(=O)[nH]c3ccc(S(=O)(=O)N4CCOCC4)cc23)cc1 | 0.3%[50 µM]
CN(C)C(CNC(=O)c1cccc(S(=O)(=O)NCc2ccccc2)c1)c1ccco1 (stereo not given) | 1.4%[50 µM]
CN1CCN(CCCNc2nc3ccccc3c3nc(-c4ccccc4)nn23)CC1 | 0.9%
Nc1c(N(CCC2=CCCCC2)C(=O)COc2ccc([N+](=O)[O-])cc2)c(=O)[nH]c(=O)n1Cc1ccccc1 | 1.1%[50 µM]
CCOC(=O)CN1C(=O)C(=O)N(Cc2c(F)cccc2Cl)C1=O | 1.2%
Cc1ccc(C)c(N(CC(=O)NCc2ccco2)C(=O)CCC(=O)Nc2nccs2)c1 | -0.1%
COc1ccccc1N(CC1CO1)S(=O)(=O)c1ccccc1 (stereo not given) | -1.7%
COc1ccc(NC(=O)CCc2nnc3ccc(N4CCC(C)CC4)nn23)cc1 | -0.1%
c1ccc(-c2nnc(-c3ccccn3)nn2)nc1 | -0.3%
Cn1nnnc1SCC(=O)N1CCCCC1 | -0.1%
CN(Cc1ccccc1)C(=O)c1cccc(NC(=O)Cc2ccc(NC(=O)C3CCN(C(=O)c4ccccc4)CC3)cc2)c1 | 0.1%
CN(C1=NS(=O)(=O)c2ccccc21)c1ccc(OC(=O)c2ccccc2)cc1 | 0.4%
Cc1cc(=O)oc2c(C)c(OCC(=O)NC3CCN(Cc4ccccc4)CC3)ccc12 | 0.3%
CCOc1ccc(NC(=O)C(=O)NCCN2CCN(S(=O)(=O)c3ccccc3)CC2)cc1 | 0.2%
CN(Cc1ccccc1)C(=O)c1ccccc1NC(=O)C1=CSCCO1 | 0.0%
Cc1nc(SCc2ccc(Cl)c(Cl)c2)n[nH]1 | 0.4%
CC1CCCN(c2c3c(nc4ccccc24)CCCC3)C1 (stereo not given) | 0.5%
CN(Cc1ccccc1N1CCCC1)C(=O)c1cc2cc(Cl)ccc2o1 | 0.6%[50 µM]
COc1ccc([N+](=O)[O-])cc1NC(=O)C(C)OC(=O)Cn1[nH]c(=O)c2ccccc2c1=O (stereo not given) | 0.2%[50 µM]
COc1ccc(C(=O)Oc2cc(C(=S)N3CCOCC3)ccc2OC)cc1 | -0.2%
CCCC(C)NC(=O)CN(Cc1ccco1)S(=O)(=O)c1ccccc1 (stereo not given) | 0.1%[50 µM]
O=[N+]([O-])c1ccc(N2CCN(CC3CCCCC3)CC2)cc1 | 0.1%
COc1cc2c(cc1OC)[C@@H]1Cc3ccc(OC)c(OC)c3CN1CC2 | 0.0%
O=C(CSC1=NS(=O)(=O)c2cc(F)ccc2N1)Nc1ccccc1 | 1.5%[50 µM]
CCn1cc(S(=O)(=O)c2ccccc2)c(=O)c2cc(F)c(N3CCN(C)CC3)cc21 | 0.0%
S=C(NN=C(c1ccccc1)c1ccccn1)N(Cc1ccccn1)Cc1ccccn1 | 2.7%
COc1cc(NC(=O)c2cc(-c3ccccc3)nc3c2cnn3C(C)C)cc(OC)c1OC | 1.6%[50 µM]
CC(C)C(=O)Nc1cc(-c2nc3ncccc3o2)ccc1Cl | -0.2%
CCN(C(=O)c1c(C)noc1C)c1c(N)n(Cc2ccccc2)c(=O)[nH]c1=O | 0.5%[50 µM]
CN(CCCC(=O)Nc1ccccc1)S(=O)(=O)c1ccc(Cl)cc1 | 0.4%
C/C(=N\NC(=O)c1ccc2c(c1)OCO2)c1ccc(NS(C)(=O)=O)cc1 | -1.3%
Cc1ccccc1NC(=O)N1CCCC1C(=O)NCc1ccccc1 (stereo not given) | 0.4%
O=C(CCc1nc(-c2ccccc2)no1)NCc1ccccc1CN1CCOCC1 | 1.6%
Cc1ccc(N)cc1NC(=O)CN1CCOCC1 | 0.4%
COc1ccccc1N1CCN(C2CCCN(C(=O)CCC(C)=O)C2)CC1 (stereo not given) | -0.2%
CC(C)C[C@@H](CO)N(Cc1ccccc1)S(=O)(=O)N(Cc1ccccc1)[C@H](CO)CC(C)C | -0.7%
O=C(Cn1ncc2c3ccccc3n(Cc3ccccc3)c2c1=O)NCCN1CCOCC1 | -0.1%
CCOc1cc(N2CCOCC2)c(OCC)cc1NC(=O)COC(=O)c1ccccc1OC(F)F | 1.4%[50 µM]
CCCNC(=O)C(Cc1cccc(Cl)c1)NC(=O)c1ccccc1 (stereo not given) | 0.3%
COc1ccc(CCNC(=O)C2(C)CCC(=O)N2Cc2ccc(C)cc2)cc1OC (stereo not given) | 0.1%
CCn1c(C)c(C)c2cc(C(=O)NCCCN3CCCCC3)ccc21 | 0.2%
CCN(CC)CCCn1c2c(c(SCC(=O)Nc3cccc(C)c3C)nc1=O)CCC2 | 0.7%[50 µM]
Cc1c(C(=O)NC2CCCC2)oc2ccccc12 | 1.4%[50 µM]
O=C(O)CCNc1ccc(NCCC(=O)O)c2c1C(=O)c1ccccc1C2=O | -0.7%
COc1cc(/C=N/N2CCCCC2)cc([N+](=O)[O-])c1O | 0.0%
CC(C)C[C@@H](CN)NC(=O)c1nc[nH]c1C(=O)N[C@@H](Cc1c[nH]c2ccccc12)C(=O)CNC[C@H](C)NC(=O)c1nc[nH]c1C(=O)N[C@@H](C)C(=O)O | 0.2%
NC(=O)CSc1oc(-c2ccco2)nc1S(=O)(=O)c1ccccc1 | 0.8%
Cc1nc2ccccc2n1C(C)c1ccccc1 (stereo not given) | 0.1%
CN(C)c1ccc(NC(=S)c2ccc3ccccc3n2)cc1 | 0.3%
CC(C)c1ccc(C(C)NCCS(=O)(=O)c2ccc(Br)cc2)cc1 (stereo not given) | -0.3%
O=C(c1ccc(F)cc1)N1CCC2(CC1)NCCc1[nH]cnc12 | ?
COc1ccc(/[N+]([O-])=C/c2ccco2)cc1 | 0.6%
COc1ccc(CN2C(=O)c3cccnc3C2=O)cc1S(=O)(=O)NCc1ccc(C)cc1 | 0.0%

Entries listed so far that contain a COOH group:
SMILES | K1F lysis inhibition
O=C(O)CCNc1ccc(NCCC(=O)O)c2c1C(=O)c1ccccc1C2=O | -0.7%
CC(C)C[C@@H](CN)NC(=O)c1nc[nH]c1C(=O)N[C@@H](Cc1c[nH]c2ccccc12)C(=O)CNC[C@H](C)NC(=O)c1nc[nH]c1C(=O)N[C@@H](C)C(=O)O | 0.2%

(more compounds)
SMILES | K1F lysis inhibition
COc1ccc(-c2noc(CNC(=O)CCCN3C(=O)[C@H]4CC=CC[C@H]4C3=O)n2)cc1 | -0.3%
CN(CC(=O)Nc1ccc(F)c(F)c1F)C(=O)c1cc(-c2ccncc2)nc2ccccc12 | 0.8%[50 µM]
COc1cccc(C(=O)NCCS(=O)(=O)NC(C)CCc2ccccc2)c1 (stereo not given) | -0.3%[50 µM]
COc1cccc(CNc2ccc3[nH]c(=O)[nH]c3c2)c1OCc1ccccc1Cl | 0.1%
CN(C)c1ccc(NC(=O)c2ccc3nc[nH]c3c2)cc1 | 0.2%
COc1ccc(OCCn2c(N)nc3ccccc32)cc1 | 2.3%
COc1ccccc1CNC(=O)[C@H](C)NC(=O)C1CCN(C(=O)[C@H](CCSC)NC(=O)OC(C)(C)C)CC1 | 3.0%
CCc1nc(SCC(=O)Nc2ccccc2OC)c2c(C)c(C)sc2n1 | 0.2%
Nc1nonc1-n1nnc(C(=O)N/N=C/c2cccnc2)c1CSc1ccc(Cl)cc1 | 0.1%
CN1CCN(C(=O)c2ccc(CNS(=O)(=O)c3ccc(F)c(Cl)c3)cc2)CC1 | 0.1%
COc1ccc(CC(=O)Nc2cccc(/C(C)=N/NC(=O)C3(C)CC3(Br)Br)c2)cc1 (stereo not given) | 0.2%[50 µM]
CN(C)CCN1C(=O)C(=O)/C(=C(/O)c2ccc(S(=O)(=O)N3CCOCC3)cc2)C1c1ccc(F)cc1 (stereo not given) | -0.9%[50 µM]
CCOc1ccc(-c2nonc2NC(=O)c2ccco2)cc1 | 1.2%[50 µM]
O=C(Nc1sc2c(c1C(=O)O)CCCCC2)c1cccnc1 | 0.6%
O=C(CCNC(=O)c1ccc(Br)cc1)NCc1ccccc1F | 1.1%[50 µM]
CC(C)(C)NC(=O)CN(C(=O)CCC(=O)Nc1nccs1)c1ccc2c(c1)OCCO2 | -0.3%
CCCc1cc(=O)oc2cc(C)cc(OC(C)C(=O)NCC(O)c3ccccc3)c12 (stereo not given) | 0.0%
CCC(C)c1ccc(NC(=S)N2CCCC2)cc1 (stereo not given) | 0.2%
COc1ccc(N2C(=O)CC(NCC#N)C2=O)cc1 (stereo not given) | 0.1%
COc1ccc(N(CC(=O)N2CCCCCC2)S(C)(=O)=O)cc1Cl | 0.1%
COCCN(C(=O)CC1CCCCC1)c1c(N)n(CC(C)C)c(=O)[nH]c1=O | 0.4%[50 µM]
O=C(Nc1ccc(Br)cc1)c1cc(S(=O)(=O)Nc2ccccn2)ccc1Cl | 0.3%
Cc1cc(C)cc(N(CCC#N)C(=O)COC(=O)CNC(=O)c2sc3ccccc3c2Cl)c1 | -0.4%[50 µM]
COC(=O)c1cccc(NC(=O)CCNC(=O)c2ccco2)c1 | 0.2%
Cc1cc(C(=O)Nc2ccccc2C)n(-c2ccccc2)n1 | 0.1%
O=C(Cn1c(=O)oc2ccccc21)Nc1cccc(Cl)c1 | 0.0%
O=C1C=C(c2ccc3ccccc3c2)C[C@@H](c2ccc(F)cc2)C1 | 0.8%
COc1ccc(-c2ccc(NS(=O)(=O)c3cc([N+](=O)[O-])c(C)c([N+](=O)[O-])c3)cc2)nn1 | 0.0%
CCOC(=O)c1c(C)[nH]c(C)c1S(=O)(=O)NCCCc1ccco1 | 0.1%
CCc1nonc1NC(=O)c1oc2ccc(C)cc2c1C | 0.5%
Cc1ccc(C)c(N2CCN(CCCc3ccccc3)CC2)c1 | 0.3%
CCn1c(N2CCN(S(=O)(=O)c3ccc(OC)cc3)CC2)nc2ccccc21 | 0.0%
CCc1ccc(Oc2coc3cc(O)ccc3c2=O)cc1 | -0.1%
O=C(N=C1SC2CS(=O)(=O)CC2N1c1ccccc1C(F)(F)F)C1CCCO1 (stereo not given) | 0.1%
CC(=O)N1c2ccc(S(=O)(=O)NC(CC(=O)O)c3ccc(Br)cc3)cc2CC1C (stereo not given) | 0.0%
CCOC(=O)C1CCN(C(=O)C2CCC(=O)N(Cc3cccc(C(F)(F)F)c3)C2)CC1 (stereo not given) | -0.1%
O=C(Cc1ccccc1[N+](=O)[O-])NCCc1ccc(F)cc1 | 1.1%
COCC(C)n1c(SCC(=O)NC2CCCCC2C)nc2ccccc2c1=O (stereo not given) | 0.8%
COc1ccc(NS(=O)(=O)c2cccc(C(=O)NNC(=O)CNC(=O)c3ccccc3F)c2)cc1 | 1.2%[50 µM]
CCn1c(C)nc2cc(C(=O)NNC(=O)[C@@H](NC(=O)c3cc(OC)cc(OC)c3)C(C)C)ccc21 | 2.9%
CC(=O)Nc1cccc(NC(=O)CSc2nnc3ccc(-c4cccnc4)nn23)c1 | 0.1%[50 µM]
O=S1(=O)c2ccc(Br)cc2N2CCC[C@@H]2CN1C1CC1 | 0.2%
COc1ccc(C(=O)OCC(=O)Nc2cccc(C(C)=O)c2)cc1OC | 0.5%
CCCCS(=O)(=O)N1CCN(S(=O)(=O)c2cccs2)CC1 | 0.7%[50 µM]
O=C(Nc1cc(Cl)ccc1-n1cncn1)c1cc(F)c(F)c(F)c1F | 1.4%[50 µM]
CCOC(=O)c1nc(Nc2cc(Cl)ccc2OC)c2ccccc2n1 | 0.0%
COc1cccc(CC(NC(C)=O)C(=O)NC2CCN(C(=O)c3ccncc3)CC2)c1OC (stereo not given) | 0.0%
Cc1ccc(CSCC(=O)N(C)CC(=O)Nc2ccc(C)cc2)cc1 | 0.1%[50 µM]
O=C(CCCC(=O)NC1CCCCC1)Nc1ccc([N+](=O)[O-])cc1 | 0.2%
COc1ccc(CNC(=O)C2(CC3CC(c4ccccc4)=NO3)CCN(C(=O)Cc3ccc(F)cc3)CC2)cc1 (stereo not given) | 2.3%
Cc1cccc(C)c1NC(=O)CN1CCN(CC(=O)c2cc(C)n(C3CC3)c2C)CC1 | 1.5%[50 µM]
O=C(Cc1ccccc1F)NNC(=O)c1cccs1 | -0.1%

By substructure: the entries above with a furan ring, fused or not (twelve)
SMILES | K1F lysis inhibition
COCc1ccc(CN2CCC(C(=O)Nc3cccc(-c4cccc(Cl)c4)c3)CC2)o1 | 0.8%
CN(C)C(CNC(=O)c1cccc(S(=O)(=O)NCc2ccccc2)c1)c1ccco1 (stereo not given) | 1.4%[50 µM]
Cc1ccc(C)c(N(CC(=O)NCc2ccco2)C(=O)CCC(=O)Nc2nccs2)c1 | -0.1%
CN(Cc1ccccc1N1CCCC1)C(=O)c1cc2cc(Cl)ccc2o1 | 0.6%[50 µM]
CCCC(C)NC(=O)CN(Cc1ccco1)S(=O)(=O)c1ccccc1 (stereo not given) | 0.1%[50 µM]
Cc1c(C(=O)NC2CCCC2)oc2ccccc12 | 1.4%[50 µM]
NC(=O)CSc1oc(-c2ccco2)nc1S(=O)(=O)c1ccccc1 | 0.8%
COc1ccc(/[N+]([O-])=C/c2ccco2)cc1 | 0.6%
CCOc1ccc(-c2nonc2NC(=O)c2ccco2)cc1 | 1.2%[50 µM]
COC(=O)c1cccc(NC(=O)CCNC(=O)c2ccco2)c1 | 0.2%
CCOC(=O)c1c(C)[nH]c(C)c1S(=O)(=O)NCCCc1ccco1 | 0.1%
CCc1nonc1NC(=O)c1oc2ccc(C)cc2c1C | 0.5%

This is a subset. The share of hits here may be higher or lower than overall.
